UGM FP inh – M. tuberculosis UGM enzyme inhibitors, primary screen, biochemical, fluorescence polarization, single point; 320,000 tested, 0.06% active; purified UGM, fluorescence polarization probe displacement; AID 504406, 2011; inhibition, % at 10 µM; in the data active = inhibition above about 10%, passing the limit was not always enough; inconclusive = no clear call, values can overlap the other calls
Target sequence (P9WIQ1 whole entry, looked up): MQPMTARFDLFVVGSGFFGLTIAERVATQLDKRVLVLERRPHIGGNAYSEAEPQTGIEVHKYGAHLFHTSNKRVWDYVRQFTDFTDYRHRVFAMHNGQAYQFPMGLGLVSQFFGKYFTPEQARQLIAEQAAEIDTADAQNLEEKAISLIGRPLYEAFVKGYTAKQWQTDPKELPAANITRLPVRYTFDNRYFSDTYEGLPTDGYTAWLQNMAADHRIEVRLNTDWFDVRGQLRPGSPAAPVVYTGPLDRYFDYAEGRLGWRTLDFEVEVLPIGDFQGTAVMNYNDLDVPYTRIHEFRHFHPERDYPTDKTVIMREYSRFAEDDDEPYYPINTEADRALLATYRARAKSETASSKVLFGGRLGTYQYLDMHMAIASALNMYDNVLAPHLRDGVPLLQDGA
Mtb BioA inh – M. tuberculosis BioA enzyme inhibitors, primary screen, biochemical, plate reader, single point, HTS | purified M. tuberculosis BioA enzyme | inhibition, % at 9.99 µM | 360,000 tested, 0.096% active | AID 602481, 2012; in the data active = inhibition above about 40%; inconclusive = no clear call, values can overlap the other calls
PrPC TRFRET – inhibitors of human cell surface prion protein PrPC, primary screen, cell-based, TR-FRET; 370,000 tested, 0.43% active; Major prion protein (Homo sapiens), P04156; inhibition, % at 13.8 µM; AID 720596, 2013; TR-FRET read-out; in the data active = inhibition above about 24%; note: 0% = median of the test wells and 100% = reference compound wells
Mtb FBA inh – Mtb FBA enzyme inhibitors, primary screen, biochemical, fluorescence, strain H37Rv. Fructose-bisphosphate aldolase (Mycobacterium tuberculosis (strain ATCC 25618 / H37Rv)), …. purified M. tuberculosis FBA, fluorescence read-out. inhibition, % at 1 µM. 360,000 tested, 2.3% active; in the data active = inhibition above about 27%;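 note: 0% = vehicle and 100% = reference inhibitor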
Target sequence (P9WQA3 whole entry, looked up): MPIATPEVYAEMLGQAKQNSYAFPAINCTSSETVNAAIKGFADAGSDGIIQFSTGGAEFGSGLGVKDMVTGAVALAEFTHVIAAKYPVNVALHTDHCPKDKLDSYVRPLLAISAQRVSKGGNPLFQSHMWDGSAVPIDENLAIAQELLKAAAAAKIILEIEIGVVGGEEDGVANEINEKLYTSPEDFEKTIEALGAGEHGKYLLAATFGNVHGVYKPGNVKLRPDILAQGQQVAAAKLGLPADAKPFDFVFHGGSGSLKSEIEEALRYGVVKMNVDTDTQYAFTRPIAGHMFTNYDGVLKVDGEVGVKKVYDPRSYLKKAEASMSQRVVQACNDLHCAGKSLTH
FadD28 binding – inhibitors of FadD28 bisubstrate probe binding, primary screen, biochemical, fluorescence polarization, single point; Mycobacterium tuberculosis FadD28 fatty-acid-AMP ligase; inhibition, % at 12.5 µM; 360,000 tested, 0.22% active; in the data active = inhibition above about 8.5%, passing the limit was not always enough; inconclusive = no clear call, values can overlap the other calls
BoNT A protease – BoNT/A light chain protease inhibitors, primary screen, biochemical, flow cytometry, MLPCN library. Botulinum neurotoxin type A light chain protease (Clostridium botulinum A str. ATCC 3502). multiplex microsphere protease substrate cleavage. inhibition, % at 10 µM. 360,000 tested, 0.17% active. AID 588499, 2011; in the data active = inhibition above about 30%; inconclusive = no clear call, values can overlap the other calls; note: plate controls were buffer without enzyme for full effect and enzyme alone for no effect
CCHFV vOTU inh – CCHFV vOTU protease inhibitors, primary screen, biochemical, Pep-AMC substrate, fluorescence; 370,000 tested, 0.55% active; Crimean-Congo hemorrhagic fever virus L polyprotein viral ovarian tumor (vOTU) protease …; inhibition, % at 11.5 µM; note: 0% = vehicle wells with enzyme and 100% = no enzyme wells
GDH-TPI inh – GDH-TPI coupling enzyme inhibitors, primary screen, artefact control for M. tuberculosis FBA inhibitor project, biochemical, absorbance, full deck; inhibition, % at 4.8 µM; AID 588335, 2011; GDH-TPI coupled enzyme counterscreen, NADH absorbance; 360,000 tested, 1.2% active;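 note: 0% = DMSO wells and 100% = wells lacking the enzyme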
BoNT-F LC inh – BoNT/F light chain protease inhibitors, primary screen, biochemical, flow cytometry, MLPCN library. Botulinum neurotoxin type F light chain protease (Clostridium botulinum). Multiplex microsphere protease cleavage assay. inhibition, % at 10 µM. 360,000 tested, 0.22% active. AID 588497, 2011; in the data active = inhibition above about 35%, passing the limit was not always enough; inconclusive = no clear call, values can overlap the other calls; note: plate controls were buffer without enzyme for full effect and enzyme alone for no effect
* marks the source's active call; other numbers are inactive results; ? = inconclusive; nt = not tested or not shown; + = active, no number. Cut-off read from the data, not from the text of the source, unless noted: active = inhibition above about 30%; inactive = the rest.

mol	UGM FP inh	Mtb BioA inh	PrPC TRFRET	Mtb FBA inh	FadD28 binding	BoNT A protease	CCHFV vOTU inh	GDH-TPI inh	BoNT-F LC inh
O=c1c(-c2ccc(O)cc2)coc2c([C@@H]3O[C@H](CO)[C@@H](O)[C@H](O)[C@H]3O)c(O)ccc12	1.1	-0.7	5.4	23.1	-1.3	-0.8	-44.1	19.6	-3.1
O=C(O)Cn1cc(/C=N/Nc2ccc([N+](=O)[O-])cn2)c2ccccc21	-1.4	1.2	-35.7	-16.3	-0.2	-3.4	25.5	15.9	5.2
O=C(COC(=O)Cc1ccc(Cl)cc1)Nc1ccccc1-c1ccccc1	-1.2	-1.3	4.8	-1.6	0.0	-0.4	13.6	4.9	-2.3
CC1(c2ccccc2)CC(C)(C)N2C(=O)Cc3cccc1c32 (stereo not drawn)	-2.1	1.7	6.7	-2.9	-7.2	-0.4	0.3	-7.6	-1.0
Cc1cc(C)c(C)c(S(=O)(=O)N2CCC(C(=O)N3CCN(c4ccc(F)cc4)CC3)CC2)c1C	nt	-0.6	4.9	-1.6	-1.3	-0.8	2.1	9.1	-9.4
CC(C)N(Cc1nccn1C)C(=O)c1cc(COc2ccc(F)cc2Cl)on1	-2.1	0.1	-4.0	0.0	-3.4	0.5	-0.1	-1.0	-7.5
O=C(CCN1CCOCC1)c1ccc2c(c1)OCCO2	1.0	-0.3	-3.0	0.6	-1.0	-0.2	-2.5	1.9	7.2
CCOCCOc1cccc(C(=O)NC(C)c2ccc3ccccc3c2)c1 (stereo not drawn)	-3.9	-1.7	5.7	2.5	-2.6	4.0	11.3	8.4	?
O=C(N/C(=C\c1cccs1)C(=O)N1CCCCCC1)c1ccccc1	0.2	1.8	-5.1	-2.1	-2.1	-0.6	-15.0	8.1	-0.6
O=C(CCN1C(=O)c2ccccc2C1=O)OCn1nnc2ccccc2c1=O	3.3	nt	0.6	-3.2	-0.6	0.1	-21.4	9.1	9.4

(continued)
mol	UGM FP inh	Mtb BioA inh	PrPC TRFRET	Mtb FBA inh	FadD28 binding	BoNT A protease	CCHFV vOTU inh	GDH-TPI inh	BoNT-F LC inh
CN1C(C(=O)NCCc2cccs2)CC2Cn3c(nc4cc5ccccc5cc43)C21 (stereo not drawn)	0.9	-1.5	-6.1	3.6	-3.6	0.1	12.4	0.4	-6.5
Cc1ccc2nsnc2c1NC(=O)c1ccccc1[N+](=O)[O-]	-0.3	nt	-9.6	1.7	1.7	-0.1	1.1	11.5	-9.0
Clc1ccc(-c2nnc(SCc3nc4ccccc4[nH]3)o2)c(Cl)c1	0.7	-0.7	1.6	2.3	-2.2	0.0	12.0	4.2	-6.6
Cc1c(C)c2c(OCC(=O)N[C@@H](C)C(=O)O)cc3c(c2oc1=O)CCC(C)(C)O3	-1.6	-1.7	-4.5	+	-3.0	-2.0	-295.0	5.7	-9.3
COc1cc(OC)c(OC)cc1CN1CCCC(C(=O)N2CCCCC2)C1 (stereo not drawn)	-2.8	-0.5	-7.9	-1.3	0.2	1.3	-4.6	12.1	2.4
COc1ccc2nc(NC(=O)CC3Oc4ccccc4NC3=O)sc2c1 (stereo not drawn)	3.2	-0.1	2.2	2.0	-1.3	-0.9	-15.1	22.8	-5.7
COc1ccccc1NC(=S)N(Cc1ccccc1)Cc1ccccn1	3.1	0.3	-1.1	-0.5	0.6	0.0	0.1	2.5	1.2
COc1ccc(C(C(=O)NC2CCCC2)N(CC2CCCO2)C(=O)Cn2nnc(-c3ccc(C)o3)n2)cc1 (stereo not drawn)	0.3	-1.6	9.1	0.1	-0.5	-0.5	10.9	-0.6	-6.3
CCOc1ccc(NC(=O)C2CCCN(c3nc(C)cc(C)n3)C2)cc1 (stereo not drawn)	-0.4	-1.4	1.2	1.1	-1.8	-1.8	-3.5	-5.2	-1.7
Cc1cccc(OCCN2C(=O)C(=O)c3cc(C)ccc32)c1	0.6	-0.2	-4.0	-0.8	-3.0	-0.3	3.9	-0.5	2.4

Later entries:
mol	UGM FP inh	Mtb BioA inh	PrPC TRFRET	Mtb FBA inh	FadD28 binding	BoNT A protease	CCHFV vOTU inh	GDH-TPI inh	BoNT-F LC inh
CCC(/C=N/NC(=O)c1ccccc1F)CC	-1.8	nt	4.4	0.9	-0.3	1.3	3.5	5.4	4.6
CSCCC(NC(=O)c1ccc(Cl)cc1)C(=O)O (stereo not drawn)	1.7	nt	-1.8	4.3	1.9	0.4	-2.6	2.2	3.8
O=C(NCCCn1ccnc1)C(=O)NCC(c1cccnc1)N1CCN(c2ccc(F)cc2)CC1 (stereo not drawn)	3.4	0.0	nt	2.6	1.3	-0.3	nt	-0.5	-12.9
COC(=O)[C@@H]1C[C@@]2(O)[C@@H](O)[C@@H](O)[C@@H](O)C[C@H]2N1Cc1ccc(C)s1	-1.6	-0.8	-5.1	-1.2	0.7	-0.7	-1.5	5.2	6.7
O=C(N/N=C/c1ccccc1F)NC1CCCCC1	3.0	nt	14.5	-0.3	-0.7	0.2	-19.5	1.5	5.2
N[C@@H](CCC(=O)N[C@@H](CSN=O)C(=O)NCC(=O)O)C(=O)O	-1.2	-0.1	1.3	-0.4	-0.4	0.2	-0.1	2.4	-4.6
Cc1cc(C)nc(N2CCCC(C(=O)Nc3ccc(F)cc3)C2)n1 (stereo not drawn)	3.9	0.2	-3.5	2.5	-1.0	-1.4	-15.3	14.0	-2.8
O=C(NN=C1CCN(Cc2ccccc2)CC1)C(O)c1ccccc1 (stereo not drawn)	0.8	nt	3.0	-2.4	-0.3	-0.4	0.4	17.9	1.9
COc1ccccc1C(=O)NCCC(=O)NNC(=O)Cn1ccc(C(F)(F)F)n1	1.2	-1.0	5.2	2.1	-1.7	0.6	6.1	10.1	?
CC(C)N1C(=O)CCC1C(=O)NCc1ccccc1Cl (stereo not drawn)	1.2	-0.6	-6.1	2.5	-0.5	-0.5	1.3	8.4	-0.3

Next records follow.
mol	UGM FP inh	Mtb BioA inh	PrPC TRFRET	Mtb FBA inh	FadD28 binding	BoNT A protease	CCHFV vOTU inh	GDH-TPI inh	BoNT-F LC inh
COc1ccc2c(c1)c(=O)oc1cc(OCC(=O)N3CCCC(C)C3)ccc12 (stereo not drawn)	0.4	1.0	4.8	116.0*	-0.4	0.3	-65.1	17.5	3.8
Cc1ccccc1N(CC(=O)NC1CCCC1)C(=O)c1csnn1	-3.3	nt	-6.6	1.2	0.5	-1.6	3.2	3.2	-0.1
O=C(NCc1ccco1)c1noc2c1CCCCC2	-0.5	-0.3	5.6	2.3	2.2	-2.1	-13.3	5.6	-5.5
O=c1c2ccccc2[nH]c(=S)n1-c1ccc(Br)cc1	-1.6	nt	-0.9	4.0	-0.1	-2.2	-5.6	0.6	-5.3
CCN(CC)S(=O)(=O)c1ccc(C(=O)OCn2c(SC)nnc(C)c2=O)cc1	-0.3	1.1	-4.3	-1.7	-1.8	0.3	-16.1	4.8	0.0
O=C1C2CC=CCC2C(=O)N1Cc1ccccc1 (stereo not drawn)	-1.8	-0.4	-2.5	0.7	-0.7	0.4	-6.9	10.4	1.0
O=C(O)COc1cccc(/C=C2/SC(=S)N(Cc3ccccc3)C2=O)c1	-0.2	-0.9	3.8	2.0	-5.1	0.2	27.8	14.0	14.6
O=C(Nc1cccs1)Nc1cccnc1Cl	0.0	1.4	10.9	0.8	-2.0	-5.8	-3.2	-3.2	?
O=S1(=O)CC(N2CCN(CC3CC3)CC2)CN1Cc1cn(Cc2ccccc2C(F)(F)F)nn1 (stereo not drawn)	nt	-1.3	-5.5	-2.7	-4.0	0.0	-7.8	nt	0.8
COc1ccccc1C=NNc1ccc([N+](=O)[O-])cn1	nt	-0.5	-3.7	-1.0	-3.8	-0.1	6.7	8.8	-0.4

A draw from above in order of number of heavy atoms, rising.
mol	UGM FP inh	Mtb BioA inh	PrPC TRFRET	Mtb FBA inh	FadD28 binding	BoNT A protease	CCHFV vOTU inh	GDH-TPI inh	BoNT-F LC inh
O=C1C2CC=CCC2C(=O)N1Cc1ccccc1 (stereo not drawn)	-1.8	-0.4	-2.5	0.7	-0.7	0.4	-6.9	10.4	1.0
O=C(NCc1ccco1)c1noc2c1CCCCC2	-0.5	-0.3	5.6	2.3	2.2	-2.1	-13.3	5.6	-5.5
CCN(CC)S(=O)(=O)c1ccc(C(=O)OCn2c(SC)nnc(C)c2=O)cc1	-0.3	1.1	-4.3	-1.7	-1.8	0.3	-16.1	4.8	0.0

(further entries)
mol	UGM FP inh	Mtb BioA inh	PrPC TRFRET	Mtb FBA inh	FadD28 binding	BoNT A protease	CCHFV vOTU inh	GDH-TPI inh	BoNT-F LC inh
CCCNC(=O)c1nn2c(C(F)(F)F)cc(-c3ccccc3)nc2c1Cl	3.0	0.0	0.0	1.8	-2.6	0.8	13.5	5.4	?
Cc1ccc(S(=O)(=O)N(Cc2ccc(F)cc2)Cc2ccco2)cc1	-1.5	-0.9	-0.6	-4.1	-5.3	-0.4	9.5	1.7	2.2
N#Cc1c[nH]n2c(=O)cc(Cc3ccccc3)nc12	-0.4	0.0	-4.9	3.6	-3.8	-0.1	4.5	-5.0	4.7
N#Cc1c(Nc2ccc(Cl)cc2)s[nH]c1=O	-1.2	nt	3.7	-0.3	1.1	-0.1	-14.3	0.8	-0.7
O=C(Nc1ccc2nc(C3CC3)n(Cc3ccccc3)c(=O)c2c1)C1CC1	2.0	nt	0.4	1.2	-3.5	-0.7	-1.5	1.3	-6.7
O=C(Cn1nc(C(=O)O)c2ccccc2c1=O)NCC1CCCO1 (stereo not drawn)	-2.0	nt	3.2	0.7	-0.9	-0.6	-4.3	6.8	-6.5
CC1=CN2C(=NC(=O)CC2(C)C(=O)N(CC(=O)NC2CCCC2)c2ccccc2C)C=C1 (stereo not drawn)	-3.4	nt	-2.4	147.2*	-5.0	1.1	-145.4	-4.0	6.5
O=C(N/N=C/c1cc([N+](=O)[O-])ccc1O)C(O)(c1ccccc1)c1ccccc1	-0.6	2.3	-3.5	-4.1	1.9	nt	-0.4	18.8	nt
COc1ccccc1CP(=O)(c1ccccc1)c1ccccc1	-1.9	-0.8	1.7	-0.8	-1.2	0.8	-7.0	5.6	-5.0
CCN1CCN(CCc2nc3cc(NC(=O)COc4ccccc4)ccc3n2C)CC1	2.9	-1.5	-15.0	0.8	-4.0	1.3	10.7	-11.0	0.1

The list goes on:
mol	UGM FP inh	Mtb BioA inh	PrPC TRFRET	Mtb FBA inh	FadD28 binding	BoNT A protease	CCHFV vOTU inh	GDH-TPI inh	BoNT-F LC inh
O=C1NC(=O)N(Cc2ccccc2Cl)C(=O)/C1=C/c1cccs1	2.6	nt	3.1	-0.8	1.6	-0.4	-7.9	-1.6	-2.6
CC(CCc1ccccc1)NC(=O)C(=O)NCc1ccccc1 (stereo not drawn)	-1.6	-0.6	-5.5	4.8	0.4	0.1	-8.9	8.5	-1.0
CCc1ccccc1NC(=O)c1ccc(S(=O)(=O)NCC2CCCO2)cc1 (stereo not drawn)	-0.6	-3.0	7.2	3.6	-1.5	-0.8	11.1	-0.8	-5.7
CN(C(=O)COc1ccccc1)c1ccc([N+](=O)[O-])cc1	nt	nt	-11.6	-1.5	-0.9	0.1	12.9	10.2	4.4
COc1ccc(C2CC(c3cccc(C)c3)n3ncnc3N2)cc1 (stereo not drawn)	-1.4	0.6	-2.1	2.4	-2.6	-1.0	2.9	-5.9	-7.1
CC(C)n1nccc1N(Cc1ccc(Br)cc1)S(=O)(=O)c1ccccc1	-7.4	-5.8	3.7	2.5	-0.5	0.3	9.1	8.2	-3.5
